# mcGAS inh: cyclic GMP-AMP synthase inhibitors, mouse, primary biochemical chemiluminescence | recombinant cGAS, Kinase-Glo ATP depletion luminescence | inhibition, % at 12.5 µM | 160,000 tested, 0.15% active | AID 1259399, 2018;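 note: 0% = negative control wells and 100% = reference inhibitor with no enzyme activity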
# hcGAS inh: Primary biochemical luminescence assay for human cyclic GMP-AMP synthase inhibitors. inhibition, % at 12.5 µM. 290,000 tested, 0.081% active. Q8N884. recombinant h-cGAS, ATP depletion, Kinase-Glo luminescence;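 note: 0% = vehicle reaction and 100% = reaction without DNA for no activity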
# Target sequence (Q8N884 whole entry, looked up): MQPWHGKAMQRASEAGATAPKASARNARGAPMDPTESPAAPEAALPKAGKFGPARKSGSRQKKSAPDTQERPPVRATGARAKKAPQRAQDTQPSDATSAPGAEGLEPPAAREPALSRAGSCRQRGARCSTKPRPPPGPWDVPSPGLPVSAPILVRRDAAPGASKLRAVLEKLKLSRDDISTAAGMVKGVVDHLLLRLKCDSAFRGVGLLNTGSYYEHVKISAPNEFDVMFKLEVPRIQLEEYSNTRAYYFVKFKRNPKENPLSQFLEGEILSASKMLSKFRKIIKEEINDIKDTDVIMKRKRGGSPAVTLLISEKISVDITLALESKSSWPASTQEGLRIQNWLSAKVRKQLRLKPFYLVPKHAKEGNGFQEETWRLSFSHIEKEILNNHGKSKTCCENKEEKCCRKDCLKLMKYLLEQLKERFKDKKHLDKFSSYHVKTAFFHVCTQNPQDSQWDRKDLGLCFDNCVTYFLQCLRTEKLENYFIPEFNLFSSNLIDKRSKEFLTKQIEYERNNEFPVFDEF
# NPYLR7 ag: agonists of mosquito NPYLR7 receptor, primary screen, cell-based, Aedes aegypti, calcium fluorescence, mosquito biting behavior | HEK293T NPYLR7/Galpha15, GCaMP6s calcium fluorescence | activation, % at 10 µM | 270,000 tested, 0.15% active | AID 1259423, 2018; in the data active = activation above about 40%;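 note: 0% = vehicle and 100% = reference agonist at the receptor; some compounds past the cut are filed as inactive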
# Numbers without * were called inactive; x = not tested or not shown; & = joins results of further samples. Cut-off read from the data, not from the text of the source, unless noted: active = inhibition above about 40%; inactive = the rest. An unsorted share of the library; about 0.26% have a hit in one of these screens.
no. | compound | mcGAS inh | hcGAS inh | NPYLR7 ag
1 | Cc1c(Nc2nnnc3c2cnn3-c2ccccc2)c(=O)n(-c2ccccc2)n1C | x | -8.8 | 3.8
2 | CC(=O)C1=C(c2ccccc2)OC(=N)C(C#N)C1c1cccc([N+](=O)[O-])c1 (stereo not drawn) | -1.8 | -4.9 | -2.4
3 | Cc1ccc(F)cc1CC(=O)NCc1cnc2c(C)cccn12 | -15.1 | -4.3 | 4.3
4 | COCCCN1CCCN(C(=O)NC(C)C)CC1 | x | -3.9 | -6.4
5 | COc1ccc(/C=N\NC(=O)CSc2nc3ccccc3[nH]2)c(OC)c1OC | -5.7 | -2.6 | 12.9
6 | CC(=O)Nc1cccc(-c2cc(N3CCN(CCO)CC3)n3nccc3n2)c1 | -3.6 | -2.5 | 19.1
7 | O=C(CCc1ccccc1F)Nc1nnc(C2CC2)s1 | x | -15.6 | 0.5
8 | O=C(c1ccco1)N1CCN(C(C(=O)N2CCCC2)C2CCCC2)CC1 (stereo not drawn) | -3.8 | -1.9 | -8.0

# The list continues:
no. | compound | mcGAS inh | hcGAS inh | NPYLR7 ag
9 | CC(C)C(=O)Nc1cccnc1-c1cccc2[nH]ccc12 | x | -1.8 | -0.4
10 | CCN(CC)c1onc(-c2ccccc2)c1CN(CCN(C)C)C(=O)c1ccc2c(c1)OCO2 | -5.3 | -2.8 | -0.9
11 | Cc1cccc2c1C(=O)NC1(CCN(Cc3cccc(Cl)c3)CC1)N2 | -3.8 | -0.6 | 0.4
12 | O=c1[nH]cnc(O)c1C(c1ccccc1)c1c(O)nc[nH]c1=O | -8.0 | -5.8 | -0.9
13 | Cc1sc2ncnc(NC3CCCCC3C)c2c1C (stereo not drawn) | x | -13.4 | 15.8
14 | COc1ccc(OC)c(-c2nc3c(OCc4ccccc4)cccn3c2NC(C)(C)CC(C)(C)C)c1 | -6.4 | -3.8 | 9.9
15 | Nc1[nH]c(N=Nc2nc3c(s2)CCCC3)c2ccccc12 | x | -5.6 | 2.8
16 | CCC(=O)NCCc1csc2nc(-c3cccs3)nn12 | -4.5 | 2.7 | -2.4

# Next results follow.
no. | compound | mcGAS inh | hcGAS inh | NPYLR7 ag
17 | CC(C)C1CN(C(=O)Cc2ccc3c(c2)OCO3)CCC(=O)N1CC1CC1 (stereo not drawn) | -11.0 | -1.7 | x
18 | CN1C(=O)NC(c2cccs2)C2=C1CN(Cc1cccnc1)C2=O (stereo not drawn) | -4.3 | -5.4 | -3.8
19 | O=C(c1cc[nH]c(=O)c1)N1CCOC2(CCCC2)C1 | x | 3.4 | -6.3
20 | Cn1c(CCC(=O)N2CCCC2)nc2cc(S(=O)(=O)N3CCCCC3)ccc21 | -6.4 | -10.9 | 1.2
21 | Cc1nc(C)c(C(=O)OCc2cc(-c3ccc4c(c3)OCCO4)on2)s1 | x | -4.9 | 0.9
22 | CN(C)C(=O)N1CCC(C(=O)N2CCCC(Nc3ccc4c(c3)OCCO4)C2)CC1 (stereo not drawn) | x | -5.9 | 7.1
23 | CCc1nn2c(ncc3c(=O)n(NC(C)=O)ccc32)c1-c1ccc(Cl)cc1 | x | -6.7 | 1.6
24 | Cc1ccc2c(c1)C1(SCCN1C(=O)C1CCCC1)C(=O)N2Cc1c(F)cccc1F (stereo not drawn) | -7.3 | -8.7 | 3.7

# Further compounds
no. | compound | mcGAS inh | hcGAS inh | NPYLR7 ag
25 | COCc1ccc(C(=O)NC(CC(N)=O)C2CCCCC2)cc1 (stereo not drawn) | x | -9.2 | 2.1
26 | Cc1cccc(C(=O)N2CCC(n3cnc4ccc(F)cc43)CC2)c1 | -5.1 | -3.9 | 2.7
27 | CCC(=O)Nc1ccc(-c2nc3cc(Cl)ccc3o2)cc1 | -6.8 | -3.0 | 23.1
28 | Cc1cc(NC(=O)Cc2ccccc2)n(-c2nc3c(cnn3-c3ccccc3)c(=O)[nH]2)n1 | -3.3 | -10.6 | x
29 | COC(=O)c1ccccc1NC(=O)CSc1nc(C)nc2c1oc1ccccc12 | -2.5 | -1.9 | -7.1
30 | CCOC(=O)c1cc(C(C)(C)C)n(C2CCN(C(=O)COCc3ccccc3)CC2)n1 | -4.5 | -2.3 | 4.1
31 | COc1cccc(NC(=O)C(C)N2CCC(C)CC2)c1 (stereo not drawn) | x | -5.5 | 6.9
32 | NC1=NC2(CCCCC2)N=C(Nc2cccc(F)c2)N1 | -2.1 | 2.6 | 20.0

# The results go on.
no. | compound | mcGAS inh | hcGAS inh | NPYLR7 ag
33 | COCC1CCN(c2ccc(C(=O)N3CCC(N4CCOCC4)CC3)cn2)C1 (stereo not drawn) | x | -3.8 | 6.2
34 | CCNC(=S)N(C)c1ccc(O)cc1 | x | -5.9 | 0.9
35 | CCCc1nc(N2CCCN(C(=O)c3cccc(Br)c3)CC2)c2c(-c3cccc(C(F)(F)F)c3)noc2n1 | -4.3 | -3.4 | 17.8
36 | CCc1ccc(C(C2Sc3nc(CC)nn3C2=O)N2CCOCC2)cc1 (stereo not drawn) | -8.5 | -5.9 | -1.6
37 | O=S(=O)(NNc1c(F)c(F)c(F)c(F)c1F)c1ccc(Cl)c(Cl)c1 | x | -2.1 | 0.1
38 | Cc1occc1C(=O)Nc1ccc(F)c(N2CCCS2(=O)=O)c1 | x | -13.6 | 8.2
39 | O=C(Nc1ccc2ncccc2c1)c1cccc(CN2CC=CC2)c1 | -9.1 | -4.4 | 0.4
40 | CC(C1CC1)N(Cc1ccccc1)C(=O)C1CCCN(C(=O)c2cccs2)C1 (stereo not drawn) | x | 3.5 | -3.2

# Molecules above with a tert-butyl group, in the order listed:
no. | compound | mcGAS inh | hcGAS inh | NPYLR7 ag
14 | COc1ccc(OC)c(-c2nc3c(OCc4ccccc4)cccn3c2NC(C)(C)CC(C)(C)C)c1 | -6.4 | -3.8 | 9.9
30 | CCOC(=O)c1cc(C(C)(C)C)n(C2CCN(C(=O)COCc3ccccc3)CC2)n1 | -4.5 | -2.3 | 4.1

# Remaining list, next part:
no. | compound | mcGAS inh | hcGAS inh | NPYLR7 ag
41 | O=C(Nc1ccc(Cl)cc1)c1cccc(S(=O)(=O)NCc2ccccc2)c1 | -5.2 | -4.5 | -5.9
42 | Cc1cn2c3c(=O)n(Cc4ccc(Cl)cc4)c(=O)n(C)c3nc2n1C(C)C | x | -2.6 | -8.3
43 | CNC(=O)NC(=O)COC(=O)c1cc2c(s1)CCC2 | x | -9.1 | 10.2
44 | Cc1cnn(C(C)CC(N)=NO)c1 (stereo not drawn) | x | -0.6 | -5.6
45 | CC(C)(C)n1ncc2c(=O)n(NC(=O)COc3ccccc3)cnc21 | x | -4.3 | 8.5
46 | COc1ccc(-c2nc(OCC(C)C)nn2-c2ccc(NC(=O)c3ccc(C)cc3)cc2)cc1 | -1.9 | -3.1 | -1.2
47 | Cc1ccc(NC(=O)N2CCC(C(=O)NC(C)C)CC2)c2[nH]ncc12 | -14.2 | -6.3 | 16.3
48 | CCOc1ccc(-c2cnc(-c3cc(Cl)ccc3OCC(N)=O)[nH]2)cc1 | -9.9 | -6.0 | 20.8

# Reformatted: results already given
44: Cc1cnn(C(C)CC(N)=NO)c1 (stereo not drawn)
- mcGAS inh: x
- hcGAS inh: -0.6
- NPYLR7 ag: -5.6
45: CC(C)(C)n1ncc2c(=O)n(NC(=O)COc3ccccc3)cnc21
- mcGAS inh: x
- hcGAS inh: -4.3
- NPYLR7 ag: 8.5
46: COc1ccc(-c2nc(OCC(C)C)nn2-c2ccc(NC(=O)c3ccc(C)cc3)cc2)cc1
- mcGAS inh: -1.9
- hcGAS inh: -3.1
- NPYLR7 ag: -1.2
47: Cc1ccc(NC(=O)N2CCC(C(=O)NC(C)C)CC2)c2[nH]ncc12
- mcGAS inh: -14.2
- hcGAS inh: -6.3
- NPYLR7 ag: 16.3

# Next part:
no. | compound | mcGAS inh | hcGAS inh | NPYLR7 ag
49 | Cc1nc(N2CCCC(NC3CCCCC3)CC2)nc2ccc(F)cc12 (stereo not drawn) | -4.8 | -3.0 | 44.6
50 | OC[C@@H](Cc1ccccc1)n1cnnc1 | x | 0.6&-4.7 | -0.1&1.1
51 | O=C1CSC2=NC3=C(CCCC3=C3SCCCS3)C(c3ccccc3)N12 (stereo not drawn) | -9.9 | -7.7 | 21.0
52 | CCOC(=O)CN1Cc2ccccc2N(CC(O)COCc2ccco2)CCC1=O (stereo not drawn) | -1.9 | 0.9 | -3.1
53 | COc1ccc(Cl)cc1-c1cccc(-n2cncc2C(=O)NCc2ccc(F)c(F)c2)c1 | -3.5 | 0.5 | 3.0
54 | CCCCCC1C(CC(=O)OC)CCC1NCCN(C)C (stereo not drawn) | x | -6.9 | -2.6
55 | COCCN(CC(=O)N1CCc2sccc2C1COc1ccc(Cl)cc1)C(=O)NC(C)C (stereo not drawn) | -7.6 | -7.6 | -5.0
56 | CC(Oc1ccccc1)C(=O)N1CCN(C(c2ccccc2)c2ccc(Br)cc2)CC1 (stereo not drawn) | -5.8 | -5.1 | 5.0

# Following part.
no. | compound | mcGAS inh | hcGAS inh | NPYLR7 ag
57 | COCC(=O)NC(C)c1ccccc1Br (stereo not drawn) | x | -5.9 | 2.6
58 | COCC(=O)Nc1ccc(Nc2cc(-n3cccn3)nc(C)n2)cc1 | -8.1 | -3.7 | -5.5
59 | Cn1c(=O)c2c(ncn2CC(=O)OCc2ccccc2)n(C)c1=O | x | -4.6 | 14.0
60 | COc1ccccc1-c1cc(C(=O)N2CCN(c3cccc(C(F)(F)F)c3)CC2)nc2cc(-c3ccccc3)nn12 | -5.5 | -3.8 | 0.7
61 | Cc1n[nH]c(C)c1S(=O)(=O)N1CCCC(C(=O)c2cccc(Cl)c2)C1 (stereo not drawn) | -9.6 | -7.0 | 13.4
62 | CC1CCN(C(=O)CSc2nc(=O)[nH]c3c2CCCC3)CC1 | -1.1 | 1.4 | -1.4
63 | CCCn1nc(-c2ccccc2)c2sc(N3CCCC3)nc2c1=O | -3.0 | -3.8 | -3.2
64 | Cc1ccccc1C(c1cnccn1)N(C)C(=O)C1CCN(C(=O)c2ccc3c(c2)OCO3)CC1 (stereo not drawn) | -1.1 | 0.0 | -1.4

# (further entries)
no. | compound | mcGAS inh | hcGAS inh | NPYLR7 ag
65 | Cc1[nH]n(-c2nc(-c3cccc([N+](=O)[O-])c3)cs2)c(=O)c1N=Nc1cccc(Br)c1 | -6.2 | -4.1 | -10.6
66 | O=C(CCc1ccccc1)OCCCC(F)(F)C(F)(F)F | x | -6.6 | -13.6
67 | COc1cccc(CNC(=O)CCC2CCCN(C(=O)Cc3cccc(C)c3)C2)c1 (stereo not drawn) | x | -8.9 | -1.5
68 | Cc1cccc2nc(CNc3ccc(C#N)cc3)cc(=O)n12 | -4.7 | -8.0 | 8.0
69 | CC(=O)C1=C(c2ccc([N+](=O)[O-])cc2)N(C(C)=O)n2cnnc2S1 | x | -9.5 | 6.3
70 | CC(=O)Nc1ccc(-c2cn(CC3COc4ccccc4O3)nn2)cc1 (stereo not drawn) | x | -6.0 | 0.4
71 | COc1ccc(-c2cnc(-c3ccc(CNC(=O)c4cc(C)oc4C)cc3)[nH]2)cc1 | -5.4 | -4.5 | -0.4
72 | CCN1CCN(C(=O)c2ccc(CSc3nnc(Cc4ccccc4)n3-c3ccccc3C)cc2)CC1 | -4.0 | -9.6 | 14.4

# The results go on:
no. | compound | mcGAS inh | hcGAS inh | NPYLR7 ag
73 | CC(C)CC(=O)N1CCc2ccccc2C1c1ccccc1F (stereo not drawn) | -6.3 | -4.1 | 22.3
74 | CCCCc1ccc(C(=O)N2CCSC2c2ccccc2C(F)(F)F)cc1 (stereo not drawn) | -6.3 | -3.2 | 13.0
75 | CCOC(=O)c1cc(=O)n(-c2ccc(Cl)cc2)[nH]1 | x | -5.4 | 0.1
76 | CCCCCN(C)c1nc(-c2ccc(OCc3ccccc3)cc2)nc2ccccc12 | 0.4 | 3.5 | 2.0
77 | COc1ccc(N2CCN(C(=O)c3ccc4c(c3)OCO4)C(C)C2=O)c(OC)c1 (stereo not drawn) | -7.1 | -8.7 | 8.1
78 | CCCCN(Cc1cccn1C)C(=O)CN(CCC)C(=O)Nc1ccccc1OC | -3.2 | -2.1 | -2.1
79 | Cn1c(SCC(=O)NC2CCCCCC2)nc2sc3c(c2c1=O)CCCC3 | x | -4.9 | -0.7
80 | CC(CCc1ccco1)NC(=O)C1CCCN(S(=O)(=O)c2ccc(F)cc2)C1 (stereo not drawn) | -3.0 | -0.2 | -7.3

# Looked up above:
# mcGAS inh, cpd 18 is entered as -4.3
# mcGAS inh, cpd 55 is entered as -7.6
# NPYLR7 ag, cpd 43 is entered as 10.2
# NPYLR7 ag, cpd 45 is entered as 8.5
# mcGAS inh, cpd 46 is entered as -1.9
# mcGAS inh, cpd 61 is entered as -9.6

# Down the list, from the results shown:
# Compounds 76–80 in NPYLR7 ag read 2.0, 8.1, -2.1, -0.7, -7.3

# Going on with the list:
no. | compound | mcGAS inh | hcGAS inh | NPYLR7 ag
81 | COC(=O)C1=C(C)NC2=C(C(=O)CC(c3ccc(OC)cc3)C2)C1c1ccc(C)cc1 (stereo not drawn) | -5.2 | -4.3 | 0.3
82 | CCCNC(=O)C(C)N1CCN(c2cccc(C)c2)CC1 (stereo not drawn) | x | -2.0 | 3.5
83 | N#Cc1ccccc1COc1ccccc1CO | -7.0 | -7.1 | 0.7
84 | CN(CC(=O)Nc1cccc(F)c1)Cc1nc2scc(-c3ccccc3)c2c(=O)[nH]1 | x | -5.1 | 5.2

# High-throughput results: PubChem BioAssay, Fisher Drug Discovery Resource Center
